Screening data as filed in PubChem.
TDP1 inh = inhibitors of human tyrosyl-DNA phosphodiesterase TDP1; recombinant TDP1, AlphaScreen DNA substrate cleavage; AID 485290; 350,000 tested, 0.28% active; Potency, µM (titrated, usually from 130 µM), for the others: top-dose activity change, negative = inhibition, actives largely listed as inhibitors; Q9NUW8; also: nearly all actives have a fitted effect of over 40% in size
Target sequence (Q9NUW8 whole entry, looked up): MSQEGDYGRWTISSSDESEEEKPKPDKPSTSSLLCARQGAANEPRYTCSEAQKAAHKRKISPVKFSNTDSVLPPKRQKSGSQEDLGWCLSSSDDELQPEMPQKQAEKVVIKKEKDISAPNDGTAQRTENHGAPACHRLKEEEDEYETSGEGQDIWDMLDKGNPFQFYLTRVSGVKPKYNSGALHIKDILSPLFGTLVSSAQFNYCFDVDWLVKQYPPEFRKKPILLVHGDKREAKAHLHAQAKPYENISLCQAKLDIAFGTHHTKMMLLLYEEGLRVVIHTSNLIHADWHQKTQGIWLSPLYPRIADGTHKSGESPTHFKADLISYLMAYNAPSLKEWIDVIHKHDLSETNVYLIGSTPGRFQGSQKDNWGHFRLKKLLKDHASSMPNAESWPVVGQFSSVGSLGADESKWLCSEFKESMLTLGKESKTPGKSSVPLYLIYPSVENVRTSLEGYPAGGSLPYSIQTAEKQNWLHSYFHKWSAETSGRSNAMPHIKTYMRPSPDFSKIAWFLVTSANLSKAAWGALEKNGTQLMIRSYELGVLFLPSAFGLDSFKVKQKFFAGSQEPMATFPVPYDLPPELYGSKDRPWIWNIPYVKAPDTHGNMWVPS
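AlphaScreen read-out: signal falls as enzyme removes the 3' tyrosine-FITC from a 5'-biotinylated DNA oligo (15 nM, 5 min, RT). Enzyme was E. coli-made recombinant Tdp1 at 1 nM, exposed to compound for 15 min beforehand; beads 10 ug/ml, 10 min.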
TDP1 cell CPT = DT40-hTDP1 cell growth loss with CPT. chicken DT40 Tdp1-/-;hTDP1 cells + 20 nM CPT, ATP luminescence, 48 h. Potency, µM (top dose mostly 46.2 µM), without a hit: top-dose activity change, negative = growth inhibition, usual class: inhibitors. 420,000 tested, 12% active; also: nearly all actives have a fitted effect of over 55% in size
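Chicken DT40 Tdp1-/- cells complemented with human TDP1, 400 cells/well, exposed to compounds plus 20 nM camptothecin for at least 48 h at 37 C; viability read as ATP content by CellTiter-Glo luminescence.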
DT40 TDP1 no CPT = qHTS for Inhibitors of human tyrosyl-DNA phosphodiesterase 1 (TDP1): qHTS in cells in absence of CPT; 420,000 tested, 15% active; Potency, µM (series often up to 46.2 µM), inactives show at the top dose activity change, negative = growth inhibition, hits mostly inhibitors; AID 686978, 2013; DT40 Tdp1-/- hTDP1 cells, no CPT, ATP luminescence, 48 h; also: nearly all actives have a fitted effect of over 55% in size
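Seeded 400 DT40-hTDP1 cells/well (vehicle DMSO, no 20 nM CPT); pinned compounds; ≥48 hr at 37 °C; CellTiter-Glo luminescence as viability measure.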
The depositor's hits bear a star; [ ] = remark or other dose. Calls follow the shape of the dose curve; as a rule, active = well fitted curve in the direction sought with a large enough effect; inconclusive = small, poorly fitted or top-dose-only effect, or another doubt; inactive = no such curve, though single readings can be large; an effect the other way counts as inactive or inconclusive. % is scaled to controls: 0 for no effect and ±100 for the full control effect; potency is read from the fitted curve at half-maximal effect.

Results for Cc1nn(Cc2ccc(Cl)cc2)c(C)c1NC(=O)CCCn1nc(C)c([N+](=O)[O-])c1C ?
TDP1 inh: -9.1%; TDP1 cell CPT: -18.0%; DT40 TDP1 no CPT: inconclusive

Results for Cc1ccc(C)c(S(=O)(=O)N2CC(=O)Nc3ccccc32)c1 ?
TDP1 inh: 0.0%; TDP1 cell CPT: -7.4%; DT40 TDP1 no CPT: -8.7%

Results for COc1ccc(NC(=O)CN2CCN(c3ccccc3C)CC2)cc1 ?
TDP1 cell CPT: 32.9%[activator]; DT40 TDP1 no CPT: -1.7%

Results for CCCn1c2ccccc2c2nnc(SC(CC)C(=O)Nc3cc(C)on3)nc21 (stereo not drawn) ?
TDP1 inh: 4.4%; TDP1 cell CPT: inconclusive; DT40 TDP1 no CPT: 29.1µM*

What do the screens show for `CCOc1nc(-c2ccc(OC)cc2)ccc1-c1noc(C)n1`?
TDP1 inh: -3.3%; TDP1 cell CPT: inconclusive; DT40 TDP1 no CPT: inconclusive

Results for Cc1c(Nc2ncnc3c2cnn3-c2ccccc2)c(=O)n(-c2ccccc2)n1C ?
TDP1 inh: 2.8%; TDP1 cell CPT: inconclusive; DT40 TDP1 no CPT: -21.0%

What do the screens show for `CCCS(=O)(=O)NC(=O)C1(C)CCN(C(=O)c2cccc(OC(F)(F)F)c2)C1` (stereo not drawn)?
TDP1 cell CPT: 18.8%; DT40 TDP1 no CPT: 1.7%

Results for Cc1ccc(S(=O)(=O)N2[C@@H](c3ccccc3)C(C(=O)O)=CC[C@H]2c2ccc(Cl)cc2)cc1 ?
TDP1 inh: 0.3%; TDP1 cell CPT: -1.1%; DT40 TDP1 no CPT: -0.8%

What do the screens show for `COc1cccc(N2CC(NC(=O)c3cccs3)CC2=O)c1` (stereo not drawn)?
TDP1 inh: -13.0%; TDP1 cell CPT: 3.1%; DT40 TDP1 no CPT: -7.6%

What do the screens show for `CC(=O)NC(Cc1cc(C)ccc1C)C(=O)N1CCN(C(=O)c2ccccc2Br)CC1` (stereo not drawn)?
TDP1 inh: 6.2%; TDP1 cell CPT: inconclusive; DT40 TDP1 no CPT: -0.8%

How did CC(=NO)C1CCC2C3CCC4CC(=NO)CCC4(C)C3C(C)(O)CC12C (stereo not drawn) do in these assays?
TDP1 cell CPT: inconclusive; DT40 TDP1 no CPT: 14.6µM*

Results for CCCc1nc2ccc(Cl)cn2c1Cc1cccc(Cl)c1 ?
TDP1 cell CPT: 10.3µM*; DT40 TDP1 no CPT: 8.2µM*

How did CC(C)CN1CCCC(N2CCN(c3cccc(Cl)c3)CC2)C1 (stereo not drawn) do in these assays?
TDP1 inh: 2.2%; TDP1 cell CPT: 1.7%; DT40 TDP1 no CPT: -1.8%

Results for COc1cc(Cl)c(C)cc1NC(=O)CN1CCN(C(=O)C2CC2)CC1 ?
TDP1 inh: -1.0%[56.1 µM]; TDP1 cell CPT: inconclusive; DT40 TDP1 no CPT: inconclusive

How did O=S1(=O)CC(N2CCN(CCO)CC2)CN1C1CCCCC1 (stereo not drawn) do in these assays?
TDP1 cell CPT: -2.5%; DT40 TDP1 no CPT: 7.5%

How did CC(C)C(=O)N(Nc1nc2ccccc2s1)C(=O)C(C)C do in these assays?
TDP1 inh: 2.7%; TDP1 cell CPT: -6.8%; DT40 TDP1 no CPT: 6.5%

How did Cc1onc(-c2ccc(Cl)cc2)c1-c1ccnc(SCC(=O)Nc2ccc(C(C)C)cc2)n1 do in these assays?
TDP1 inh: -2.4%; TDP1 cell CPT: inconclusive; DT40 TDP1 no CPT: inconclusive

How did CCCS(=O)(=O)NC(=O)C1(C)CCN(C(=O)COc2ccccc2)C1 (stereo not drawn) do in these assays?
TDP1 cell CPT: 2.5%; DT40 TDP1 no CPT: 12.2%

How did CN(CCO)C(=O)c1nc[nH]c1C(=O)N1CCN(C(=O)OC(C)(C)C)CC1 do in these assays?
TDP1 cell CPT: -2.7%; DT40 TDP1 no CPT: -7.5%

Results for COC(=O)c1ccc(C2=NOC(C)(c3sc(-c4ccccc4)nc3C)C2)cc1 (stereo not drawn) ?
TDP1 inh: 1.2%; TDP1 cell CPT: -15.3%; DT40 TDP1 no CPT: -0.1%

How did c1ccc(CCCCN2C(Nc3ccccc3)=NC[C@@H]2Cc2ccccc2)cc1 do in these assays?
TDP1 inh: -3.6%; TDP1 cell CPT: inconclusive; DT40 TDP1 no CPT: 23.1µM*

What do the screens show for `CCN(CC)CC(C)(C)COC(=O)c1oc2ccccc2c1C`?
TDP1 cell CPT: -4.3%; DT40 TDP1 no CPT: -23.2%

Results for COc1ccc(NC(=O)c2cc(S(=O)(=O)N3CCCC3)cn2C)cc1Cl ?
TDP1 cell CPT: -4.9%; DT40 TDP1 no CPT: -8.3%

How did Cc1ccc(CNC(=O)c2nnn(CC(=O)Nc3cccc(C)c3C)c2N)cc1 do in these assays?
TDP1 inh: -13.6%; TDP1 cell CPT: 14.0%; DT40 TDP1 no CPT: 1.9%

How did Cc1ccc(S(=O)(=O)CCC(=O)Nc2nc3c(s2)CCCC3)cc1 do in these assays?
TDP1 inh: 5.9%; TDP1 cell CPT: inconclusive; DT40 TDP1 no CPT: 29.1µM*

How did Cc1ccc(/C=C(\C#N)C(=O)Nc2cccc(Br)c2)o1 do in these assays?
TDP1 inh: 3.8%[2.28 µM]; TDP1 cell CPT: 0.0%; DT40 TDP1 no CPT: -11.1%

Results for CCCOc1ccc(Cl)cc1/C=C1/C(=O)ON=C1C ?
TDP1 cell CPT: 29.1µM*; DT40 TDP1 no CPT: inconclusive

What do the screens show for `CCOc1ccc(CCNC(=O)CSCc2nc(-c3cccc(C)c3)oc2C)cc1OCC`?
TDP1 inh: 1.2%; TDP1 cell CPT: inconclusive; DT40 TDP1 no CPT: 13µM*

Results for CC1CN(C2CCN(S(=O)(=O)c3ccc4ccccc4c3)CC2)CC(C)O1 (stereo not drawn) ?
TDP1 inh: 2.9%; TDP1 cell CPT: -12.8%; DT40 TDP1 no CPT: -26.7%

How did Cc1onc(-c2c(F)cccc2Cl)c1C(=O)N1C=CC(C(F)(F)Cl)=NCC1 do in these assays?
TDP1 inh: -10.5%; TDP1 cell CPT: 0.9%; DT40 TDP1 no CPT: -1.7%

Results for COc1ccc(C2(CNC(=O)c3ccccc3)CCCC2)cc1OC ?
TDP1 inh: 1.1%; TDP1 cell CPT: -47.0%; DT40 TDP1 no CPT: inconclusive

Results for Brc1ccc(CN2CCc3nc(Nc4ccccc4)ncc3C2)s1 ?
TDP1 inh: 1.2%; TDP1 cell CPT: inconclusive; DT40 TDP1 no CPT: inconclusive

Results for CN(C)S(=O)(=O)c1cccc(NC(=O)c2ccncc2)c1 ?
TDP1 inh: 5.6%; TDP1 cell CPT: -19.6%; DT40 TDP1 no CPT: inconclusive

Results for O=C(CCc1nc2ccccc2c(=O)[nH]1)N1CCN(c2ccccc2Cl)CC1 ?
TDP1 inh: -1.3%; TDP1 cell CPT: 20.6µM*; DT40 TDP1 no CPT: 16.4µM*

How did CCNC(=O)CC1C(=O)N(c2ccc(F)cc2)C(=O)N1CCC(C)C (stereo not drawn) do in these assays?
TDP1 inh: 2.1%; TDP1 cell CPT: 3.5%; DT40 TDP1 no CPT: -1.9%

What do the screens show for `COc1cccc(NC(=O)C(NCCc2ccc(S(N)(=O)=O)cc2)c2ccccc2)c1` (stereo not drawn)?
TDP1 inh: 1.9%; TDP1 cell CPT: -17.8%; DT40 TDP1 no CPT: -28.5%

What do the screens show for `CCNC(=O)C1CCCN1S(=O)(=O)c1ccc2ccccc2c1` (stereo not drawn)?
TDP1 inh: 3.2%; TDP1 cell CPT: inconclusive; DT40 TDP1 no CPT: -23.4%

What do the screens show for `CC(C)CNC(=O)C1C2C=CC(C2)C1C(=O)O` (stereo not drawn)?
TDP1 inh: -3.3%; TDP1 cell CPT: 4.1%; DT40 TDP1 no CPT: -4.3%

How did Cc1ccc(S(=O)(=O)N(C)c2ccc(OCC(=O)Nc3nc4c(ccc5ccccc54)s3)cc2)cc1 do in these assays?
TDP1 inh: 0.0%; TDP1 cell CPT: inconclusive; DT40 TDP1 no CPT: inconclusive

How did CCn1c(SCC(=O)N/N=C/c2ccccc2OCC(=O)O)nnc1-c1ccc(C(C)(C)C)cc1 do in these assays?
TDP1 inh: 2.4%; TDP1 cell CPT: 9.9%; DT40 TDP1 no CPT: inconclusive

Results for Cc1ccc(-n2[nH]c(C)c(/C=N/n3c(C)nc4ccccc4c3=O)c2=O)cc1 ?
TDP1 inh: 11.5%; TDP1 cell CPT: 6.51µM*; DT40 TDP1 no CPT: 23.1µM*

How did CCCn1c(N)c(Br)c(=O)[nH]c1=O do in these assays?
TDP1 inh: 2.7%; TDP1 cell CPT: 17.5%; DT40 TDP1 no CPT: -5.1%

How did OC(c1ccccc1)c1ncc(-c2cccc(C(F)(F)F)c2)[nH]1 (stereo not drawn) do in these assays?
TDP1 cell CPT: inconclusive; DT40 TDP1 no CPT: inconclusive

What do the screens show for `COc1ccc(N2C(=O)C3CCCN3C2c2ccccc2OC)cc1` (stereo not drawn)?
TDP1 inh: 4.9%; TDP1 cell CPT: -2.1%; DT40 TDP1 no CPT: 2.0%

What do the screens show for `CC(=O)Nc1ccccc1C(=O)C(=O)Nc1ccc(C)c(C)c1`?
TDP1 inh: 1.1%; TDP1 cell CPT: 3.4%; DT40 TDP1 no CPT: 4.4%

What do the screens show for `CCC(=O)N1N=C(c2ccc(C)cc2)CC1c1ccco1` (stereo not drawn)?
TDP1 inh: 9.6%; TDP1 cell CPT: 20.6µM*; DT40 TDP1 no CPT: 13µM*

How did CCN(CC)c1ccc(-c2nc(-c3ccccn3)no2)cc1[N+](=O)[O-] do in these assays?
TDP1 inh: 5.7%; TDP1 cell CPT: -7.1%; DT40 TDP1 no CPT: 16.4µM*

What do the screens show for `O=[N+]([O-])c1ccc(N=Nc2ncc[nH]2)cc1`?
TDP1 cell CPT: 0.92µM*; DT40 TDP1 no CPT: 0.731µM*

What do the screens show for `CN1CCN(C(=O)C(=O)Nc2c3c(nn2-c2cccc(Cl)c2)CSC3)CC1`?
TDP1 inh: 5.2%; TDP1 cell CPT: 0.1%; DT40 TDP1 no CPT: -5.0%

What do the screens show for `Cc1cc(NCCCn2ccnc2)n2c(nc3ccccc32)c1C#N`?
TDP1 inh: 9.8%; TDP1 cell CPT: -1.2%; DT40 TDP1 no CPT: inconclusive

How did COc1cccc(C2C3=C(N=C4SCC(=O)N42)c2ccccc2CC3)c1OC (stereo not drawn) do in these assays?
TDP1 inh: 6.8%; TDP1 cell CPT: 23.1µM*; DT40 TDP1 no CPT: 20.6µM*

How did COc1ccc(-c2nc3cnc(Oc4cccc(Cl)c4)nc3n(C3CC3)c2=O)cc1 do in these assays?
TDP1 cell CPT: 3.3%; DT40 TDP1 no CPT: 11.4%

Results for CCOC(=O)[C@@H]1[C@H]2COc3cc(OC)ccc3[C@@H]2N2C(=O)N(c3ccc(OC)cc3)C(=O)[C@@]12C ?
TDP1 inh: 0.5%; TDP1 cell CPT: -4.2%; DT40 TDP1 no CPT: -2.3%

What do the screens show for `COc1ccc(C(=O)Oc2c(Sc3ccccc3)c(C)nn2-c2ccccc2)c(OC)c1`?
TDP1 inh: 8.8%; TDP1 cell CPT: 18.4µM*; DT40 TDP1 no CPT: inconclusive

What do the screens show for `O=S(=O)(Nc1ccccc1Br)c1cccc2cccnc12`?
TDP1 cell CPT: -2.4%; DT40 TDP1 no CPT: -22.2%

Results for O=C(Nc1ccc2c(c1)CCCN2C(=O)c1ccccc1)c1ccccc1 ?
TDP1 inh: 10.4%; TDP1 cell CPT: inconclusive; DT40 TDP1 no CPT: 14.6µM*

Results for O=C(Nc1ccc(Br)cc1)c1ccc(-n2cnnn2)cc1 ?
TDP1 inh: 10.3%; TDP1 cell CPT: 4.2%; DT40 TDP1 no CPT: -20.5%

5 consecutive records out of the list so far, for reference:
What do the screens show for `CN1CCN(C(=O)C(=O)Nc2c3c(nn2-c2cccc(Cl)c2)CSC3)CC1`?
TDP1 inh: 5.2%; TDP1 cell CPT: 0.1%; DT40 TDP1 no CPT: -5.0%

What do the screens show for `Cc1cc(NCCCn2ccnc2)n2c(nc3ccccc32)c1C#N`?
TDP1 inh: 9.8%; TDP1 cell CPT: -1.2%; DT40 TDP1 no CPT: inconclusive

How did COc1cccc(C2C3=C(N=C4SCC(=O)N42)c2ccccc2CC3)c1OC (stereo not drawn) do in these assays?
TDP1 inh: 6.8%; TDP1 cell CPT: 23.1µM*; DT40 TDP1 no CPT: 20.6µM*

How did COc1ccc(-c2nc3cnc(Oc4cccc(Cl)c4)nc3n(C3CC3)c2=O)cc1 do in these assays?
TDP1 cell CPT: 3.3%; DT40 TDP1 no CPT: 11.4%

Results for CCOC(=O)[C@@H]1[C@H]2COc3cc(OC)ccc3[C@@H]2N2C(=O)N(c3ccc(OC)cc3)C(=O)[C@@]12C ?
TDP1 inh: 0.5%; TDP1 cell CPT: -4.2%; DT40 TDP1 no CPT: -2.3%
